Screening data from PubChem BioAssay.
HTR5A inv ag: HTR5A inverse agonism, opioid heterodimer counter-screen; HTR5A cell line, luminescence; inhibition, % at 9.3 µM; 340,000 compounds, 0.083% hits; in the data active means inhibition mostly above about 23%, no sharp cut-off; inactive means mostly below about 18%;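 further: 0% = cells with DMSO and 100% = no-cell wells with DMSO; some compounds called inactive have numbers as strong as hits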
PKA-R2B act: PKA-R2B complex activation; P22694+P31323; PKA-R2B holoenzyme dissociation, Cy5-IP20 fluorescence polarization; R2B truncated from residue 108, S112A mutant; 0% DMSO only, 100% 113 µM cGMP; activation, % at 11.4 µM; 340,000 compounds, 0.079% hits; AID 504700;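 active means activation above a cutoff set at the mean over all compounds plus 3 SD, cut at about 18% in these data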;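 further: higher means more holoenzyme dissociation and a rise in polarization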
OPRM1-OPRD1 ag: agonists of human mu-delta opioid receptor heterodimerization; 340,000 compounds, 0.3% hits; activation, % at 9.3 µM; P35372+P41143; AID 504326; cells, OPRM1-OPRD1 heterodimerization, luminescence; in the data active means activation above about 18%;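 further: 0% = vehicle-treated cells and 100% = reference agonist; values of inactives mirror those of a sister screen read the other way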
Target sequence (P35372 whole entry, looked up): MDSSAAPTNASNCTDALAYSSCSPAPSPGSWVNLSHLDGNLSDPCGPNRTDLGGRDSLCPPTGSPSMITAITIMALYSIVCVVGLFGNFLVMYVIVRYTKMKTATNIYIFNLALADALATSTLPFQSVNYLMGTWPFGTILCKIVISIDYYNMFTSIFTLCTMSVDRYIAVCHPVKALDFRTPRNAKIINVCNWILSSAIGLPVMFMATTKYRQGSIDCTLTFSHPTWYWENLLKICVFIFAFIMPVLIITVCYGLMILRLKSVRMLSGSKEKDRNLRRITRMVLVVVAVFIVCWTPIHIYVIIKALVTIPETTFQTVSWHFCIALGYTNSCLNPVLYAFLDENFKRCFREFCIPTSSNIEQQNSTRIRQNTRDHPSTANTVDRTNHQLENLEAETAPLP
Target sequence (P41143 whole entry, looked up): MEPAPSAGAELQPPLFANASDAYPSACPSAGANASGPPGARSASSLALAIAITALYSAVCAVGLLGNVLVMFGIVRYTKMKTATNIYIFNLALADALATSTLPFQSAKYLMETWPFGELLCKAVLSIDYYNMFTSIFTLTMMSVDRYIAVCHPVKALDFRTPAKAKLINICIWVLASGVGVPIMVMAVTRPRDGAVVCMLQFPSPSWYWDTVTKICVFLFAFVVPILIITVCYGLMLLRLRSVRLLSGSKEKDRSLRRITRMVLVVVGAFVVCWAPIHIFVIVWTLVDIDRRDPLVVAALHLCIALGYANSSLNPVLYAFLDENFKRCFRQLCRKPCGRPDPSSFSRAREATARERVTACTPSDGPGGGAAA
PKA-R1A act: PKA-R1A complex activation. 340,000 compounds, 0.083% hits. activation, % at 11.4 µM. P00514+P68181. PKA-R1A dissociation, Cy5-IP20 fluorescence polarization; scaled: DMSO 0%, 113 µM cGMP 100%;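 active means percent activation above the mean of all tested compounds plus 3 SD, cut at about 19% in these data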;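 further: higher means more PKAc released from R1A so a rise in polarization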
DAGLB inh: blocks human DAGLB lipase activity; Q8NCG7; HEK293T DAGLB membrane lysate, EnzChek fluorogenic substrate; inhibition, % at 5.17 µM; 340,000 compounds, 0.059% hits; AID 504411; in the data active means inhibition above about 34%;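 further: 0% = enzyme with vehicle and 100% = wells lacking enzyme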
V-ATPase pH: alters yeast V-ATPase proton transport; response, % at 10 µM; S. cerevisiae, pHLuorin cytosolic pH fluorescence; 350,000 compounds, 0.37% hits; in the data active means response mostly above about 7.3%, no sharp cut-off; inactive means mostly below about 5.4%; further: actives read high; inactives centre near 0; some compounds called inactive have numbers as strong as hits; reference of the scale not given here
HTR5A ag ctr: counter-screen for OPRM1-OPRD1 agonists: human HTR5A agonism | P47898 | HTR5A agonist assay, luminescence, cell-based | activation, % at 9.3 µM | 340,000 compounds, 0.61% hits; in the data active means activation mostly above about 9.5%, no sharp cut-off; inactive means mostly below about 7.6%;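 further: 0% = cells with vehicle only and 100% = reference agonist; strong numbers were not always called active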
DSG3 Ab inh: inhibitors of pemphigus antibody binding to human desmoglein-3. P32926. DSG3-coupled beads, scFv-anti-DSG3-GFP binding, flow cytometry; stronger effect = lower value. binding (percent of control), % at 10 µM. 310,000 compounds, 0.48% hits. AID 588358;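 active means binding more than 3 SD below its plate's average and above zero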; further: some compounds called inactive have numbers as strong as hits
Arr AP2 block: blocks beta-arrestin peptide binding to AP2 adaptin | FITC-arrestin peptide / GST-AP2 beads, flow cytometry; AP2 beta2 appendage carries R879A mutation | inhibition, % at 10 µM | 340,000 compounds, 0.31% hits | AID 504490;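 active means inhibition above a set limit, near 3 SD of compounds lacking own fluorescence, cut at about 54% in these data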;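 further: plate controls were DMSO wells for no effect and 5 µM unlabelled arrestin peptide for full effect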
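System: GST-AP2 R879A bound to glutathione beads, E. coli-expressed. Also added: 50 nM FITC-arrestin peptide. Schedule: compound with beads 12 min RT, then probe 1 h RT. Signal: bead flow cytometry, FITC channel. Read-out basis: percent response.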
MOR-DOR inv ag: inverse agonist of human OPRM1-OPRD1 heterodimerization; P35372+P41143; cell-based MOR-DOR heterodimer luminescence, inverse agonism; inhibition, % at 9.3 µM; 340,000 compounds, 0.21% hits; AID 504357; in the data active means inhibition above about 22%, passing the limit was not always enough;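 further: 0% = cells with DMSO and 100% = wells without cells with DMSO; values of inactives mirror those of a sister screen read the other way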
Active calls of the source: *; . = no result given.

Results follow in this order: HTR5A inv ag	PKA-R2B act	OPRM1-OPRD1 ag	PKA-R1A act	DAGLB inh	V-ATPase pH	HTR5A ag ctr	DSG3 Ab inh	Arr AP2 block	MOR-DOR inv ag
CC(C)n1ncc2c(C(=O)NCc3ccccc3CN(C)C)cc(C3CC3)nc21
    -20	-1	-0.2	0	-2	2	7	.	-5	1
COc1ccccc1CCC(=O)Nc1cc(S(=O)(=O)N2CCCCC2)ccc1N1CCN(C)CC1
    -3	8	-3.0	2	2	-3	10	100	-10	16
Cc1nn(C(C)C(=O)NCC2CCCO2)c(=O)c2c1sc1ccccc12 (configuration not stated)
    32	6	-1.8	0	-1	3	-1	90	0	9
COC(=O)/C=C/c1cnc[nH]1
    -10	1	-3.3	-1	0	0	0	96	10	19
CCCCn1cnc2c(cnn2-c2ccc(Cl)cc2)c1=O
    -7	-16	-0.6	6	-2	1	3	112	5	3
O=C(CSc1ncnc2c1oc1ccccc12)NC1CCCCC1
    -2	0	-2.2	-13	-2	-1	1	95	1	12
CCCC(=O)Nc1ccccc1NC(=O)CN(C)S(=O)(=O)c1ccc(C)cc1
    -14	4	-3.4	-8	-2	4	-3	.	20	18
Cc1[nH]c2ccc(-c3nnc(SCC(=O)c4ccc(F)cc4)o3)cc2c1C
    2	-17	2.0	-1	4	-4	0	104	-3	-12
CCNC(=S)N(Cc1ccco1)Cc1cc2cc(OCC)ccc2[nH]c1=O
    14	-1	0.3	3	0	-2	-2	97	-16	-2
CNc1nc(C)c(C#N)c(-c2ccccc2)c1C(C)=O
    8	-7	-1.8	2	-4	-1	2	117	19	8
CC1(C)CC(=O)C(C(C2=C(O)CC(C)(C)CC2=O)c2ccc(O)c([N+](=O)[O-])c2)=C(O)C1
    -9	-11	-3.4	-5	1	-2	3	86	20	17
CCOC(=O)c1c(NC(=O)CCl)sc(C(=O)N(CC)CC)c1C
    -11	-18	-1.6	-13	0	-1	0	106	-12	8
COc1ccccc1N(C)S(=O)(=O)c1ccc(Cl)c(C(=O)NNC(=O)c2ccccc2O)c1
    -14	2	-1.6	-3	8	-1	4	111	-12	9
O=C1c2cccnc2C(Nc2ccccc2)N1Cc1ccco1 (configuration not stated)
    -9	-14	2.7	-9	6	3	3	103	-4	-17
COC(=O)c1nc(NC(=O)C(C)C)n[nH]1
    -20	4	-1.9	13	1	-2	5	121	-12	11
COC(=O)C1=CN(c2ccc(F)cc2)C=C(C(=O)OC)C1c1cccc(Br)c1
    20	-3	-0.1	2	-3	6	-8	110	40	1
O=S(=O)(c1cc(Cl)cc(Cl)c1O)N1CCC2(CC1)OCCO2
    5	-5	-1.9	-4	9	-6	0	101	2	10
CC(C)(CNC(=O)c1ccccc1NS(C)(=O)=O)N1CCCCC1
    0	2	1.2	0	-1	-1	0	104	33	-10
CCOC(=O)C1CCCN(C(=O)CCNS(=O)(=O)c2cc(Br)cnc2N)C1 (configuration not stated)
    10	8	-1.7	-3	-1	-1	2	.	4	9
C[C@]12CC[C@@H]3c4ccc(O)cc4CC[C@H]3[C@@H]1C[C@@H](O)[C@@H]2O
    6	-1	-0.6	-11	-2	5	-2	94	9	3
COCCN1CCN(C(=O)C2CCC(=O)N(CCc3cccc(F)c3)C2)CC1 (configuration not stated)
    12	2	-1.0	6	-1	7.4*	-1	104	-8	7
Cc1nnc(N(Cc2ccccc2)C(=O)c2cnccn2)s1
    1	-3	-1.9	-14	-2	4	0	102	5	10
C/C(=N\NC(=O)c1nnn(-c2nonc2N)c1CN(C)c1ccccc1)c1ccccc1O
    7	5	3.4	-4	6	0	-2	106	-49	-17
COCCN(C(=O)CCC(=O)Nc1ccccn1)C(C(=O)NCCC(C)C)c1ccc(OC)cc1 (configuration not stated)
    6	5	-2.9	-9	0	6	-2	106	-5	12
O=C(Nc1ccc(-c2nnc(-c3ccccc3)o2)cc1)C1CCCO1 (configuration not stated)
    5	-9	-0.5	-13	4	6	8	100	0	3
CC1(C)CCc2cc(-c3ccnc(=S)[nH]3)ccc2O1
    4	8	2.8	2	-2	-3	5	100	-12	-14
COc1cc(/C=N/OCC(=O)NC2CCCCC2)ccc1OCc1ccccc1
    3	0	-1.7	9	-4	1	2	117	-6	9
CCOC(=O)c1c(C(=O)OCC)c(C)n(CCc2ccc(OC)c(OC)c2)c1C
    -9	-2	-0.8	-9	1	0	2	110	-1	4
CCC(=O)Nc1ccc(S(=O)(=O)c2ccc(NC(=O)CC)cc2)cc1
    -20	-19	1.1	-1	0	-1	2	106	5	-6
O=C(Nc1nc2ccccc2n1CCN1CCOCC1)c1cn(-c2ccccc2)nc1-c1ccccc1
    .	-11	.	-3	-8	-2	.	104	28	.

More results:
smiles	HTR5A inv ag	PKA-R2B act	OPRM1-OPRD1 ag	PKA-R1A act	DAGLB inh	V-ATPase pH	HTR5A ag ctr	DSG3 Ab inh	Arr AP2 block	MOR-DOR inv ag
CN(C)c1ccc(C(=O)C(O)c2ccccc2Cl)cc1 (configuration not stated)	-9	-1	-0.2	-1	1	0	2	.	18	1
NC(=O)c1c(NC(=O)c2cnccn2)sc2c1CCCC2	10	-9	-0.7	-3	-1	2	-3	116	7	3
COc1ccc(C=O)cc1Cn1c(=O)n(CCC(=O)NCc2ccco2)c(=O)c2sccc21	-3	-6	-3.4	-9	0	-3	1	86	7	18
O=C(Nc1ccc(Br)cn1)C1CCN(S(=O)(=O)c2cccs2)CC1	-8	4	1.1	-8	0	1	3	79	-1	-6
COc1ccc(CN2C(=O)C(CC(=O)NCCCCc3ccccc3)CC(C(=O)N(C)C)=C2C)cc1 (configuration not stated)	.	-5	.	8	0	1	.	112	.	.
CC1CCN(C(=O)C2CCCN(S(=O)(=O)c3ccc4c(c3)CC(C)N4C(=O)C3CC3)C2)CC1 (configuration not stated)	10	-4	-0.9	-1	2	0	-3	102	-8	5
C[C@H]1CN=C(Nc2ccccc2)N1CC1CCCCC1	9	5	-0.8	5	0	3	1	100	1	4
COC(=O)CNC(=O)COC(=O)Cc1ccc(Cl)cc1	9	-9	-2.7	-3	-3	0	4	92	-10	14
O=C(c1ccccc1)N1CCN(c2ncnc3c(-c4ccccc4)nsc23)CC1	-4	5	-3.8	-9	-1	0	2	101	18	18
Cc1nn(C(C)C(=O)Nc2ccccc2Cl)c(=O)c2nn(-c3ccccc3)c(C)c12 (configuration not stated)	-1	-13	-1.1	6	0	3	-3	105	15	6
O=C(OCn1nnc2ccccc2c1=O)C1=COCCO1	4	11	1.9	3	0	1	-3	100	9	-11
CCOC(=O)C1=C(N)Oc2cc(O)ccc2C1c1cccc(Cl)c1 (configuration not stated)	-21	6	16	-16	-2	4	6	119	2	-80
Nc1ccn(CC(=O)NCCc2ccccn2)c(=O)n1	0	7	-3.4	9	-4	-6	9	98	11	19
NC(=O)c1ccc(N2CCN(S(=O)(=O)c3ccccc3)CC2)c([N+](=O)[O-])c1	-1	-4	-2.4	-1	0	2	0	118	-11	11
COc1ncnc2c1ncn2CCCN(CCCc1ccccc1)CCCn1cnc2c(OC)ncnc21	.	0	.	-3	0	-4	.	.	.	.
COc1ccc(OCCCC(=O)Oc2ccc(OC)cc2)cc1	-2	-3	2.9	9	-9	5	-2	100	1	-16
O=[N+]([O-])c1ccc(NN=Cc2ccc3c(c2)OCO3)nc1	-19	3	1.9	-9	-2	-1	5	108	-7	-9
COc1ccc(Nc2cc(Cl)nc(N)n2)cc1OC	5	9	-0.2	-1	1	-1	-2	100	-23	1
C[C@]12c3[nH]c4ccc(Cl)cc4c3CCN1C(=O)[C@@H](CC(=O)NCc1ccco1)C[C@@H]2C(=O)N1CCOCC1	-4	1	-1.7	-2	0	-2	1	97	2	8
CC1(c2nnc(Cc3ccccc3)o2)CC(c2ccc(C#N)cc2)=NO1 (configuration not stated)	3	-15	-1.1	-3	-1	8	-8	101	8	6
O=C(O)CCCn1cc(NC(=O)COc2ccc([N+](=O)[O-])cc2)cn1	2	-7	-1.3	6	-1	-3	-1	108	-21	7
CCOCCOC(=O)C(C)Oc1ccc(Oc2ncc(Cl)cc2Cl)cc1 (configuration not stated)	-15	1	4.1	-9	-4	0	1	115	0	-22
Cc1ccc(CNC(=O)CCS(=O)(=O)Cc2ccc(C)cc2)cc1	-26	-1	-3.9	2	3	2	2	90	-11	20

6 entries already listed, ordered by molecular weight, falling.
smiles	HTR5A inv ag	PKA-R2B act	OPRM1-OPRD1 ag	PKA-R1A act	DAGLB inh	V-ATPase pH	HTR5A ag ctr	DSG3 Ab inh	Arr AP2 block	MOR-DOR inv ag
O=C(Nc1ccc(Br)cn1)C1CCN(S(=O)(=O)c2cccs2)CC1	-8	4	1.1	-8	0	1	3	79	-1	-6
Cc1nn(C(C)C(=O)Nc2ccccc2Cl)c(=O)c2nn(-c3ccccc3)c(C)c12 (configuration not stated)	-1	-13	-1.1	6	0	3	-3	105	15	6
O=C(c1ccccc1)N1CCN(c2ncnc3c(-c4ccccc4)nsc23)CC1	-4	5	-3.8	-9	-1	0	2	101	18	18
CCOC(=O)C1=C(N)Oc2cc(O)ccc2C1c1cccc(Cl)c1 (configuration not stated)	-21	6	16	-16	-2	4	6	119	2	-80
Nc1ccn(CC(=O)NCCc2ccccn2)c(=O)n1	0	7	-3.4	9	-4	-6	9	98	11	19
C[C@H]1CN=C(Nc2ccccc2)N1CC1CCCCC1	9	5	-0.8	5	0	3	1	100	1	4
